KLK5 inh = inhibitors of human kallikrein 5; Q9Y337; recombinant hK5, fluorogenic AMC substrate cleavage; inhibition, % at 5 µM; 210,000 compounds, 0.59% hits; AID 873;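 active = inhibition of 40% or more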;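 also: 0% = enzyme controls without compound and 100% = no-enzyme blanks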
Target sequence (Q9Y337 67-293 limits assumed): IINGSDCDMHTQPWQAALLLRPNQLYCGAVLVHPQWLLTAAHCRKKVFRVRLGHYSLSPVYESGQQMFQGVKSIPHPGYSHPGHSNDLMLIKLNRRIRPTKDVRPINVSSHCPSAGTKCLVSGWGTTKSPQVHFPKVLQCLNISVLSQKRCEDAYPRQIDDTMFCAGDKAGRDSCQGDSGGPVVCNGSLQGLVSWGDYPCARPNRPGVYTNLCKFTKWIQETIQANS
FXIIa inh 1536 = factor XIIa (human) inhibition; P00748; purified FXIIa, Boc-QGR-AMC fluorogenic substrate, 2 h; inhibition, % at 5 µM; 220,000 compounds, 0.3% hits; AID 800; in the data active = inhibition above about 40%;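 also: 0% = enzyme with no compound and 100% = blank without enzyme; many of its hits are not listed in these tables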
m-calpain inh = blocks pig calpain II enzyme activity; purified calpain II, fluorogenic peptide substrate, 30 min; inhibition, % at 16 µM; 220,000 compounds, 0.37% hits; AID 1236;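 active = inhibition above about 50%, limit read from the data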
Cl transport mod = modulates chloride dependent transport by human KCC2; KCC2 cells, thallium flux FluoZin-2 fluorescence; B-score of Tl+ flux slope (higher = more flux/activation; lower = inhibition) at 10 µM; 190,000 compounds, 2.2% hits; AID 1456;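 active = thallium flux slope and its plate-corrected score both differing from the plate sample mean at a set confidence after two filtering rounds, in either direction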;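 also: slope of fluorescence scaled to starting intensity during 10 to 20 s after thallium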
Furin inhibitor = human furin inhibition; P09958; purified furin, fluorogenic substrate cleavage; inhibition, % at 30 µM; 220,000 compounds, 0.061% hits; AID 463115; in the data active = inhibition above about 25%; also: inactives centre near -15
Target sequence (P09958 108-714 limits assumed): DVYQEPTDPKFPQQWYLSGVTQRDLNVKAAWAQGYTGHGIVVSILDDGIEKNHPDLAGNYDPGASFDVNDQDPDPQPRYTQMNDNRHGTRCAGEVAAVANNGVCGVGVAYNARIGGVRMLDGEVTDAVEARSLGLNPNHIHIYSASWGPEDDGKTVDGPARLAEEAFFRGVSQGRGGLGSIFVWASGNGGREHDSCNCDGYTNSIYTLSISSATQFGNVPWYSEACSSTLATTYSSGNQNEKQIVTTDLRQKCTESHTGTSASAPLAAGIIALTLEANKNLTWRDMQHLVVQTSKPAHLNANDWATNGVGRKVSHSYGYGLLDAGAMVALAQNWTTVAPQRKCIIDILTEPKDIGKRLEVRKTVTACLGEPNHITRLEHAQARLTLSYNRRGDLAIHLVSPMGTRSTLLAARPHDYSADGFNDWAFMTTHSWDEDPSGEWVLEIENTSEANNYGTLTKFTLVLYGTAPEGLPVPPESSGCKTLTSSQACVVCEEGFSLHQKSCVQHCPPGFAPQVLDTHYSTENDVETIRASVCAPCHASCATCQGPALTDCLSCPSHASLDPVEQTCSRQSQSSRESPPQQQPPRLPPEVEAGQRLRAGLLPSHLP
PERK inhibitor = human PERK inhibition, primary cell-based screen | inhibition, % at 5.6 µM | 220,000 compounds, 0.17% hits | CHO PERK-DD fusion, SEAP luminescence translation reporter | AID 1416 | Q9NZJ5;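 active = inhibition above the mean inhibition of all tested compounds plus 3 SD, set separately per screening campaign, cut at about 2.9% in these data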;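 also: PERK kinase domain activated by AP20187 dimerizer at 100 nM; 0% = DMSO with dimerizer and 100% = rapamycin at 8.4 µM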
Rad51 HR inh = Rad51 (human) homologous recombination inhibition; 200,000 compounds, 0.085% hits; inhibition, % at 10 µM; Q06609; hRad51 DNA strand exchange, fluorescence dequenching;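 active = inhibition above 40% at the single screening dose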;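 also: 0% = DMSO control wells and 100% = blanks with heterologous ssDNA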
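Test system – preformed human Rad51 ssDNA filaments · Reagent – Donor/quencher-labelled 47-bp dsDNA substrate · Incubation – 37 °C 15-min filament assembly, 30-min compound preincubation, 15-min exchange · Signal – FRET fluorescence dequenching, excitation 485 nm, emission 520 nm · Read-out – percent inhibition from fluorescence, normalised to plate control and blank means · Benchmarks – plate control and blank wells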
thrombin 1536 = thrombin (human) inhibition. P00734. alpha-thrombin, Boc-VPR-AMC fluorogenic substrate cleavage. inhibition, % at 5 µM. 220,000 compounds, 0.26% hits. AID 1046;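 active = inhibition at or above 40%; inactive = inhibition below 40%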;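 also: 0% = enzyme with no compound and 100% = wells without enzyme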
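Test system: human alpha-thrombin; medium: pH 7.5 Tris-saline with Tween 20; times: reaction at room temperature; signal: AMC fluorescence at 355 nm excitation and 460 nm emission; also added: Boc-VPR-AMC substrate, 15 µM final; dosing: one concentration per compound, 5 µM, with 0.2% DMSO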
FXIa inh 1536 = inhibitors of human coagulation factor XIa. purified FXIa, Boc-Glu-Ala-Arg-AMC fluorogenic substrate. inhibition, % at 5 µM. 220,000 compounds, 0.14% hits. AID 798;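 active = inhibition of at least 40%; inactive = inhibition below 40%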;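 also: fluorescence of freed AMC excited at 355 nm; 0% = enzyme without compound and 100% = no enzyme blank; many of its hits are not listed in these tables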
Starred values were filed as active, the others as inactive; nt = no result given; [ ] = dose if it differs, or a comment. Only part of the results is shown (hit frequency here may not be typical).

SMILES	KLK5 inh	FXIIa inh 1536	m-calpain inh	Cl transport mod	Furin inhibitor	PERK inhibitor	Rad51 HR inh	thrombin 1536	FXIa inh 1536
NC1=NC[C@H](CC2CCCCC2)N1CCc1cc(C(F)(F)F)cc(C(F)(F)F)c1	-2	6	1	-0.025	-31	nt	4	-1	-5
CCOc1ccc(-c2noc(CCC(N)=O)n2)cc1OCC	-10	9	-49	0.021	-26	1.2	-37	-2	-12
COc1ccc(NC(=O)CSc2nnc(CNC(=O)c3ccco3)o2)cc1	-2	9	10	1.3	-17	0.2	14	-10	23
COc1ccc(-c2nc3c(Br)c(N)c(Br)cc3o2)cc1	7	-13	9	1.1	-4	0.3	nt	-3	-2
COc1ccccc1NC(=O)CSc1ncnc2c1oc1ccccc12	8	22	5	-0.048	-23	0.7	-1	2	5
O=C(NCCC(c1ccccc1)c1ccccc1)c1cnc2sccn2c1=O	8	9	-20	-0.052	3	0.0	-6	nt	18
CCc1ccccc1NC(=O)c1noc(C(C)C)c1[N+](=O)[O-]	nt	3	19	0.31	-15	1.8	nt	-5	-1
COc1ccc(CN2C(=O)c3ccccc3C2C(=O)NC2CCCCCC2)c(OC)c1 (stereo not drawn)	22	33	13	-1.6	-9	-0.3	-6	47*	31
Cc1nnc(-c2cccc(Br)c2)c2cn(-c3cccc(Br)c3)nc12	1	1	0	0.43	-14[20 µM]	1.4	-7	-7	-6
CC(=O)c1sc(NC(=O)COc2ccc(C(C)C)c(C)c2)nc1C	4	8	47	-0.064	-24	-0.2	nt	2	2
CC(=O)Nc1ccc(N(C(=O)CNC(=O)c2ccco2)C(C(=O)NCC2CCCO2)c2ccccc2)cc1 (stereo not drawn)	1	4	-29	0.71	-6	0.1	8	1	0
Cc1cc(NC(=O)C2CCCN2C(=O)Nc2cccc(Cl)c2)ccc1-n1cnnn1 (stereo not drawn)	-5	0	-21	-1.2	-18	0.2	-2	4	-6
CCOC(=O)C1=NN(C(C)=O)C2(CC(=O)N(c3ccc(C)c(C)c3)C2=O)C1 (stereo not drawn)	-4	-3	14	0.77	-19	0.3	3	-8	-11
CCOc1ccc(S(=O)(=O)N/N=C2/CC(c3ccccc3)Oc3ccccc32)cc1 (stereo not drawn)	0	16	-49	0.61	-15[20 µM]	-1.1	4	4	-2
COc1cccc(/C=N/NC(=O)C(=O)NCc2ccco2)c1OC	-12	-3	15	1.4	-12	-0.6	-4	-11	-10

Rewritten with values under each structure: part of the list above
Every second line gives: KLK5 inh	FXIIa inh 1536	m-calpain inh	Cl transport mod	Furin inhibitor	PERK inhibitor	Rad51 HR inh	thrombin 1536	FXIa inh 1536
> CC(=O)c1sc(NC(=O)COc2ccc(C(C)C)c(C)c2)nc1C
    4	8	47	-0.064	-24	-0.2	nt	2	2
> CC(=O)Nc1ccc(N(C(=O)CNC(=O)c2ccco2)C(C(=O)NCC2CCCO2)c2ccccc2)cc1 (stereo not drawn)
    1	4	-29	0.71	-6	0.1	8	1	0
> Cc1cc(NC(=O)C2CCCN2C(=O)Nc2cccc(Cl)c2)ccc1-n1cnnn1 (stereo not drawn)
    -5	0	-21	-1.2	-18	0.2	-2	4	-6
> CCOC(=O)C1=NN(C(C)=O)C2(CC(=O)N(c3ccc(C)c(C)c3)C2=O)C1 (stereo not drawn)
    -4	-3	14	0.77	-19	0.3	3	-8	-11

Next entries follow:
SMILES	KLK5 inh	FXIIa inh 1536	m-calpain inh	Cl transport mod	Furin inhibitor	PERK inhibitor	Rad51 HR inh	thrombin 1536	FXIa inh 1536
O=C(COC(=O)c1cccc(S(=O)(=O)N2CCCCC2)c1)NC1CCCc2ccccc21 (stereo not drawn)	-4	10	-2	-1	-6	0.9	3	-1	6
COc1ccc(NC(=O)Cn2c(=O)n(CC(=O)NCc3ccco3)c(=O)c3ccccc32)cc1	-24	18	-22	nt	-23[20 µM]	0.7	1	4	7
CCCc1cc(=O)[nH]c(Nc2ccc(N3CCCCC3)cc2)n1	-6	9	-9	nt	-14[20 µM]	0.3	1	3	1
O=C(NC1C2CC3CC(C2)CC1C3)c1ccc(N2CCNCC2)c([N+](=O)[O-])c1 (stereo not drawn)	-2	3	-2	0.3	-16	-1.6	-5	-6	-5
COc1cc(/C=N/NC(=O)C2=NNC(=O)C2C)ccc1O (stereo not drawn)	1	11	-8	0.2	-7	1.7	16	0	1
COc1cccc(NS(=O)(=O)CC23CCC(CC2=O)C3(C)C)c1 (stereo not drawn)	-5	-3	12	0.53	-18[20 µM]	0.0	5	0	-2
COc1ccc(C2CC(c3cccs3)Nc3nnnn32)cc1 (stereo not drawn)	4	12	-10	0.18	-24	0.7	16	8	2
O=C(Cn1cccc1C(=O)c1ccccc1)NCCN1CCCCCC1	0	11	-13	nt	-9	-0.4	-4	-3	5
COCC(=O)n1nc(NCc2ccc(OC)cc2)nc1NCc1ccc(OC)cc1	-10	17	29	-0.0059	-1[20 µM]	-0.5	11	0	2
Cc1c(Cl)cnc(NC(=O)COC(=O)c2cccc(S(=O)(=O)N3c4ccccc4CC3C)c2)c1Cl (stereo not drawn)	-19	7	-28	-0.21	-15	0.2	-5	-13	-1
CC(Cc1cccs1)NC(=S)Nc1ccccc1 (stereo not drawn)	15	6	19	-1.7	-3	-0.1	-4	27	8
Fc1cc2nc(-c3ccncc3)[nH]c2cc1F	-26	-1	-16	nt	-110	0.9	nt	-3	3
CCOC(=O)C1C(=O)C=C(c2ccc(NS(C)(=O)=O)cc2)CC1c1ccco1 (stereo not drawn)	-17	25	-5	-0.89	-1[20 µM]	-0.6	-4	-3	18
COc1ccc(/C=N\N=C2/SC(CC(=O)O)C(=O)N2c2ccc(O)cc2)cc1OC (stereo not drawn)	-3	17	2	0.28	-5	0.9	-1	3	4
O=C1C(=O)N(CC(=O)N2CCCC2)c2ccccc21	9	9	5	0.52	-14	-0.3	-5	-2	-3

Reprinted at random: three entries already listed.
SMILES	KLK5 inh	FXIIa inh 1536	m-calpain inh	Cl transport mod	Furin inhibitor	PERK inhibitor	Rad51 HR inh	thrombin 1536	FXIa inh 1536
COc1ccc(/C=N\N=C2/SC(CC(=O)O)C(=O)N2c2ccc(O)cc2)cc1OC (stereo not drawn)	-3	17	2	0.28	-5	0.9	-1	3	4
CCCc1cc(=O)[nH]c(Nc2ccc(N3CCCCC3)cc2)n1	-6	9	-9	nt	-14[20 µM]	0.3	1	3	1
O=C1C(=O)N(CC(=O)N2CCCC2)c2ccccc21	9	9	5	0.52	-14	-0.3	-5	-2	-3

Additional results
SMILES	KLK5 inh	FXIIa inh 1536	m-calpain inh	Cl transport mod	Furin inhibitor	PERK inhibitor	Rad51 HR inh	thrombin 1536	FXIa inh 1536
COc1ccc(NC(=S)Nc2ccc(S(N)(=O)=O)cc2)c(OC)c1	7	9	-16	0.21	-24	0.9	-6	-1	1
CN1C(=O)CC(N2CCN(c3ccccc3)CC2)C1=O (stereo not drawn)	nt	nt	nt	0.098	-17[20 µM]	0.4	0	nt	nt
Cc1ccc(C(NC(=O)N2CCOCC2)=C(Cl)Cl)cc1F	-9	8	4	nt	-26	-0.3	-7	0	2
CC1=C(C(=O)OC(C)C)C(c2cccs2)N2C(=O)C(C)SC2=N1 (stereo not drawn)	-17	4	18	-0.53	1	-0.3	0	-1	-5
COc1ccccc1NS(=O)(=O)c1cccc(NC(=O)Nc2ccccc2)c1	-16	-2	19	0.016	-17	0.1	-9	-10	-1
CC1(C)CC2CC(C)(CN2C(=O)c2ccccc2)C1 (stereo not drawn)	1	8	-18	-0.44	-24	1.1	2	-9	4
CC1(C)CC(=O)C2=C(C1)NC(SCC(=O)Nc1ccccc1)=C(C#N)C2c1ccco1 (stereo not drawn)	6	17	8	-1.7	-24[20 µM]	0.2	nt	11	16
COc1ccc(CCNC(=O)CNS(=O)(=O)c2ccc(Br)s2)cc1OC	-1	13	-18	-0.0023	8[20 µM]	-0.3	-5	8	0
COc1ccccc1C(=O)N(Cc1ccco1)C1CCS(=O)(=O)C1 (stereo not drawn)	-9	15	1	0.36	-35	-0.5	-6	3	2
CCOC(=O)CC(=O)NC(C)(C)CCCCC(C)(C)NC(=O)CC(=O)OCC	-2	4	-1	1.2	-13	-0.4	-9	-7	-4
COc1ccc(NC(=O)/C=C/c2ccc(OC)c(OC)c2)cn1	1	10	24	-0.64	11	-1.2	-7	-2	6
COc1ccc(OC)c(-c2cc(C(=O)N3CCN(c4ccccc4)CC3)no2)c1	-21	9	-12	1.4	-6	0.2	-3	-5	5
O=C(COc1ccc(S(=O)(=O)N2CCCC2)cc1)Nc1ccc2c(c1)OCCO2	18	6	16	nt	-18	-0.1	-2	4	-2
CC(=O)Nc1ccc(OCC(O)CN2CCN(S(=O)(=O)c3ccc(NC(C)=O)cc3)CC2)cc1 (stereo not drawn)	-21	22	-8	0.37	-22[20 µM]	-0.1	9	3	-1
O=C(CSc1nnc(-c2ccc(F)cc2)n1-c1ccccc1)NCCN1C(=O)CSC1=O	-9	13	-11	nt	-15	0.4	-1	3	4
Cc1ccc(NS(=O)(=O)c2cc(C(=O)NCc3ccccn3)ccc2Cl)cc1	-6	18	14	nt	-17[20 µM]	-0.7	-2	6	6
CC(OC(=O)c1cccnc1SCc1cc(=O)n2ccccc2n1)c1ccccn1 (stereo not drawn)	-2	15	-31	-0.76	4[20 µM]	-0.7	nt	2	4
CCNC(=O)C(=O)Nc1ccc(OC)c(Cl)c1	-3	7	-15	0.75	-14	1.8	-6	-4	1
CNC(=S)N(CCc1c(C)[nH]c2ccc(C)cc12)Cc1cc(OC)c(OC)c(OC)c1	-4	14	-15	-1.1	-8	-0.7	nt	4	5

Compound activity as filed in PubChem.
